Screens as filed in PubChem BioAssay.
Ecoli viability – counter-screen for AddAB inhibitors: E. coli growth inhibition. inhibition, % at 11.9 µM. E. coli V3065 growth, OD600 absorbance, 18 h. AID 449728. 330,000 compounds, 0.27% hits;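 active = inhibition above the campaign's mean inhibition across all tested compounds plus 3 SD, cut at about 9.9% in these data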;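 note: uninfected addAB+ strain grown without phage in ampicillin broth; 0% = DMSO wells and 100% = ciprofloxacin 0.95 µg/ml wells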
Tat transport – E. coli Tat transport inhibition; E. coli MC4100 TorA-mCherry Tat export, fluorescence; inhibition, % at 10 µM; 340,000 compounds, 0.036% hits;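 active = mean replicate inhibition at least 50% and at least half of replicates individually reaching 50%; inconclusive = only one of the two criteria met; inactive = neither criterion met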;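 note: exported cargo escapes ClpAP degradation while cytoplasmic cargo is degraded and loses fluorescence; 0% = median of neutral control wells and 100% = median of NaSCN control wells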
phage Ecoli inh – E. coli growth loss with phage present; growth absorbance; inhibition, % at 11.9 µM; 360,000 compounds, 0.26% hits; in the data active = inhibition above about 11%
PKA-R1A activ – PKA-R1A complex activation; P00514+P68181; 340,000 compounds, 0.083% hits; activation, % at 11.4 µM; PKA-R1A dissociation, Cy5-IP20 fluorescence polarization; scaled: DMSO 0%, 113 µM cGMP 100%;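 active = percent activation above the mean of all tested compounds plus 3 SD, cut at about 19% in these data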;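 note: higher means more PKAc released from R1A so a rise in polarization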
AddAB inh – less growth of phage-infected E. coli with AddAB; AID 435030; inhibition, % at 11.9 µM; E. coli expressing H. pylori AddAB, absorbance growth; 330,000 compounds, 0.29% hits; in the data active = inhibition above about 12%;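 note: 0% = vehicle wells of infected cells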
MOR-DOR inv ag – inverse agonist of human OPRM1-OPRD1 heterodimerization; P35372+P41143; cell-based MOR-DOR heterodimer luminescence, inverse agonism; 340,000 compounds, 0.21% hits; inhibition, % at 9.3 µM; in the data active = inhibition above about 22%, passing the limit was not always enough;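 note: 0% = cells with DMSO and 100% = wells without cells with DMSO; values of inactives mirror those of a sister screen read the other way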
Mot1-301 SUMO – blocks SUMOylation pathway, rescuing yeast Mot1-301 growth; S. cerevisiae Mot1-301 growth rescue, ATP luminescence, 38.5C; percent above DMSO median, 100 means doubled; growth rescue, % at 18.8 µM; 320,000 compounds, 1% hits;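 active = every valid replicate shows activation above 250% relative to neutral control wells; inactive = the rest, any valid replicate at or below 250%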;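 note: OY570 slx delta 5 strain wells were the positive control but not used for scaling; some compounds called inactive have numbers as strong as hits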
PfHsp90 yeast 2 – growth inhibition of yeast expressing Plasmodium Hsp90 | S. cerevisiae expressing PfHsp90, BacTiter-Glo ATP, 48 h; yeast lacking PDR1 and PDR3 efflux regulators | inhibition, % at 9.4 µM | 310,000 compounds, 0.32% hits | AID 504621;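 active = every replicate shows inhibition above about 80%, whatever the replicate mean, limit read from the data; inconclusive = mean inhibition reaches the set limit but some replicate falls short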;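 note: 0% = DMSO neutral controls and 100% = 20 µM radicicol positive controls; yeast relying on Plasmodium falciparum Hsp90 in place of its own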
OPRM1-OPRD1 ag – agonists of human mu-delta opioid receptor heterodimerization; P35372+P41143; cells, OPRM1-OPRD1 heterodimerization, luminescence; activation, % at 9.3 µM; 340,000 compounds, 0.3% hits; AID 504326; in the data active = activation above about 18%;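 note: 0% = vehicle-treated cells and 100% = reference agonist; values of inactives mirror those of a sister screen read the other way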
DSG3 Ab inh – human desmoglein-3 autoantibody binding inhibition. binding (percent of control), % at 10 µM. AID 588358. DSG3-coupled beads, scFv-anti-DSG3-GFP binding, flow cytometry; hits give low values. P32926. 310,000 compounds, 0.48% hits;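 active = binding more than 3 SD below its plate's average and above zero; inconclusive = below that plate limit but binding exactly zero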;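 note: hits lower antibody fragment binding to DSG3; some compounds called inactive have numbers as strong as hits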
Target sequence (P32926 whole entry, looked up, the tested form may be a part): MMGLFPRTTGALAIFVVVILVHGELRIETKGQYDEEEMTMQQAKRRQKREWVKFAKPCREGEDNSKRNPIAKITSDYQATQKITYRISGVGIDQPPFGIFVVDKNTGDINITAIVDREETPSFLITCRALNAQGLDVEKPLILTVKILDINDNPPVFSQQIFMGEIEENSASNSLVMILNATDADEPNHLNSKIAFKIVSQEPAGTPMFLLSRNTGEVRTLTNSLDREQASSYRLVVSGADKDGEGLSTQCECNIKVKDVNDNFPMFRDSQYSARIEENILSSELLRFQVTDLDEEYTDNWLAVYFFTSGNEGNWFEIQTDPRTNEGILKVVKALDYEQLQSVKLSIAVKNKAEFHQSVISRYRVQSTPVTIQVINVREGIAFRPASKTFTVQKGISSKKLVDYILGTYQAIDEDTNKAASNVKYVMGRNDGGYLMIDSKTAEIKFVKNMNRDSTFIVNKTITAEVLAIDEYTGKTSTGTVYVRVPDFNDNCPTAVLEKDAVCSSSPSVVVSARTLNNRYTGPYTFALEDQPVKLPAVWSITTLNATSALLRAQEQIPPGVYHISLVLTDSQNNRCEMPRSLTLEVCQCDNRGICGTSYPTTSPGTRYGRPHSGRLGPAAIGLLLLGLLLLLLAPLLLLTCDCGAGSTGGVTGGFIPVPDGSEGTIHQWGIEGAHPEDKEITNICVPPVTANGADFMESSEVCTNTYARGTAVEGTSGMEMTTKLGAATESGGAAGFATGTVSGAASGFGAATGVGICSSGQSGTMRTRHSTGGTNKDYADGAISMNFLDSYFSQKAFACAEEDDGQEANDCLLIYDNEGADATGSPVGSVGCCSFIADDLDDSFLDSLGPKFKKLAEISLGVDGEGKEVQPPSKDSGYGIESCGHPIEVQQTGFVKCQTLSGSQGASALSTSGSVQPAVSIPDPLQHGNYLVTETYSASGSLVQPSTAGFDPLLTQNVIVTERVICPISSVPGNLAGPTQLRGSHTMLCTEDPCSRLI
Arr AP2 block – blocks beta-arrestin peptide binding to AP2 adaptin | FITC-arrestin peptide / GST-AP2 beads, flow cytometry; AP2 beta2 appendage carries R879A mutation | inhibition, % at 10 µM | 340,000 compounds, 0.31% hits;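 active = inhibition above a set limit, near 3 SD of compounds lacking own fluorescence, cut at about 54% in these data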;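 note: plate controls were DMSO wells for no effect and 5 µM unlabelled arrestin peptide for full effect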
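Test system: GST-tagged AP2 beta2-adaptin appendage (R879A) on 4 µm glutathione beads; also added: fluorescein-tagged arrestin peptide at 50 nM final; timing: 12 min plus 1 h, RT; signal: flow cytometry, FL1 (488/535 nm); read-out: percent drop in bead-associated FITC signal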
An asterisk follows results filed as active; ? = inconclusive; nt = no result given; & = joins results of further samples.

SMILES	Ecoli viability	Tat transport	phage Ecoli inh	PKA-R1A activ	AddAB inh	MOR-DOR inv ag	Mot1-301 SUMO	PfHsp90 yeast 2	OPRM1-OPRD1 ag	DSG3 Ab inh	Arr AP2 block
COc1ccc(NC(=O)[C@H](CCS(C)(=O)=O)N2Cc3ccccc3C2=O)c(OC)c1	-1.8	4	3.0	-11	-1.5	10	-6	4	-1.8	100	24
CCOC(=O)c1sc2nc(C)nc(NCc3ccccc3OC)c2c1C	-2.8	-14	1.0	2	-0.2	13	-20	-2	-2.8	99	-5
O=C1c2ccccc2CN1C(CO)c1ccccc1 (centres undefined)	1.0	-8	1.5	3	-0.3	15	2	4	-3.2	nt	10
COC(=O)C1(C)Nc2ccccc2C(=O)N1c1ccccc1OC (centres undefined)	2.1	-6	1.2	23*	2.1	10	-4	-3	-2.0	112	7
O=C(Nc1ccc(-c2nc3ccccc3s2)cc1)C1=COCCO1	3.6	-3	-0.3	-9	3.0	14	-34	-4	-2.7	96	-12
COc1ccccc1NC(=O)c1ccccc1C(=O)N(C)Cc1ccccc1	2.0	-5	1.0	-16	-0.7	5	-2	16	-1.1	116	5
Cc1ccc2nsnc2c1S(=O)(=O)N1CCN(Cc2ccc3c(c2)OCO3)CC1	0.7	-12	-2.8	1	2.8	-10	13	nt	1.6	99	3
CCOC(=O)c1ccc(NC(=O)c2nc[nH]c2C(=O)NCCCCNC(=O)c2[nH]cnc2C(=O)Nc2ccc(C(=O)OCC)cc2)cc1	0.5	5	2.9	1	1.3	11	12	-15	-1.9	nt	-3
CN(C(=O)COC(=O)c1ccccc1C(=O)c1ccccc1)c1ccccc1	4.2	-3	0.6	-7	1.5	9	-6	4	-2.2	113	-2
Cc1cccc(C)c1NC(=S)NN(Cc1ccccc1)c1ccccc1	0.7	-1	-0.2	12	0.2	-52	5	6	8.7	nt	8
Cc1ccc(C)c(NS(=O)(=O)c2ccc3c(c2)NC(=O)CCS3)c1	0.1	2	0.9	-13	3.2	16	-2	-11	-3.1	nt	-1
Cc1ccc(N(Cc2ccccc2)C(=O)c2cccc(S(=O)(=O)N3CCOCC3)c2)cc1	-2.0	4	-0.2	0	-1.5	16	12	nt	-2.5	101	4
CC12CCC(=O)N1C(C(=O)Nc1ccc(F)c(F)c1F)CS2 (centres undefined)	2.4	4	0.2	9	1.7	10	7	nt	-1.9	95	-7
COc1ccc(COC(=O)c2nc3nc(C)cc(C)n3n2)cc1F	-2.7	-4	2.2	-5	-0.4	8	3	-33	-1.4	97	-5
Cc1nc2ccc([N+](=O)[O-])cc2c(=O)n1Cc1ccc(Br)cc1	0.2	8	1.0	4	3.2	-4	-7	-22	0.9	92	-1
CCOC(=O)c1c(NC(=O)c2ccncc2)sc(C)c1C	2.1	3	2.5	8	2.1	-18	21	-44	3.4	100	-2
O=C(c1ccccc1)N1CCN(c2ccc([N+](=O)[O-])c(NCC3CCCO3)c2)CC1 (centres undefined)	0.3	?	2.6	-6	1.3	17	-11	9	-3.5	116	-11
CCN1CCN(c2nc3ccccc3n3cnnc23)CC1	-2.8	1	2.4	8	-1.2	-3	7	-9	0.6	96	-5
COC(=O)c1ccc(COc2ccc(/C=N/Nc3cccc(C(=O)O)c3)cc2)cc1	-1.2	-3	2.3	-5	-0.2	10	-13	8	-1.9	89	26
COc1ccccc1Cn1nc(C(=O)O)c2ccccc2c1=O	3.8	2	-0.5	3	1.7	4	-22	28	-0.7	nt	-3
COc1cc(Cl)c(C)cc1NC(=O)CNC(=O)Cn1cnc2ccccc2c1=O	-0.4	-1	1.2	5	0.9	2	-12	-13	-0.4	98	8
CCC(C)NC(=O)CCn1ccc2cc(S(=O)(=O)N3CCCC3)ccc21 (centres undefined)	1.7	-4	0.2	2	2.4	16	-8	-4	-3.2	97	9
CCn1c(SCc2nc(-c3cccs3)no2)nnc1-c1c[nH]c2ccccc12	0.8	6	-0.8	-7	3.3	9	-16	1	-1.6	104	2
Nc1ccc(-c2nc3ccccc3[nH]2)cc1	1.6	-13	-0.6	-5	4.5	10	1	19	-1.9	102	1
CC(NC(=O)COC(=O)C1CC1C)c1ccccc1 (centres undefined)	0.1	5	1.3	-1	-2.0	9	-4	-11	-2.2	nt	-8
Remaining list, next part:
SMILES	Ecoli viability	Tat transport	phage Ecoli inh	PKA-R1A activ	AddAB inh	MOR-DOR inv ag	Mot1-301 SUMO	PfHsp90 yeast 2	OPRM1-OPRD1 ag	DSG3 Ab inh	Arr AP2 block
Cc1nn(-c2ccccc2)c2sc(C(=O)OCn3nnc4ccccc4c3=O)cc12	3.5	-7	3.6	5	1.5	18	nt	-20	-3.3	87	19
CC(=O)Nc1ccc(N(C(=O)c2cnccn2)C(C(=O)NC2CCCCC2)c2ccc(F)cc2)cc1 (centres undefined)	1.8	2	0.7	-9	2.5	11	-13	-2	-1.9	109	45
Brc1cccc(-c2nnc(SCc3nc4ccccc4[nH]3)o2)c1	3.6	-5	4.9	-2	4.6	-1	4	nt	0.2	nt	-4
CSc1ncccc1C(=O)OCC(=O)c1cc(C)n(C)c1C	1.3	5	1.4	-11	4.0	-5	1	-12	1.1	nt	nt
O=C(NCCc1cccs1)C1CCC(=O)N(CCc2cccc(F)c2)C1 (centres undefined)	-0.1	0	-0.1	0	4.2	7	-27	1	-1.4	nt	-13
CCOC(=O)CN(C)Cc1cn[nH]c1-c1ccc2cc(OC)ccc2c1	1.3	-10	-1.0	-1	0.7	8	8	3	-1.4	111	-9
CCOC(=O)C1C(=O)C=C(c2ccc(OC)cc2)CC1c1ccco1 (centres undefined)	-0.5	0	1.4	-15	4.8	13	-4	nt	-2.5	nt	7
C=CCNC(=S)NNC(=O)C(CC(C)C)CC(C)O (centres undefined)	0.3	-3	4.2	-8	-2.6	5	11	-17	-0.9	nt	0
COc1ccc(CC(=O)Oc2cc(C)ccc2C)cc1	1.1	2	2.5	-17	1.7	-21	18	-9	4.1	96	-3
CCCN(C(=O)COC(=O)Cn1c(=O)oc2ccccc21)c1c(N)n(Cc2ccccc2)c(=O)[nH]c1=O	3.5	5	1.2	-8	2.6	18	-1	-22	-3.8	93	-11
Cc1ccc(/C=C2\SC(N)=NC2=O)s1	5.2	3	0.9	-3	3.6	18	-1	12	-3.4	128	36
CC1CCN(C(=O)CSc2nnc3ccccn23)CC1	-3.5	-10	2.9	-9	-0.5	14	-3	4	-3.6	106	-11
CCOC(=O)/C(=C\c1ccc(OC(F)F)cc1)C1=Nn2c(nnc2-c2ccc(Cl)cc2)SC1	-2.3	-4	nt	-5	-0.2	-33	-2	-5	6.4	100	nt
C/C(=N\Nc1ccc(C(=O)O)cc1)c1ccc(Cl)s1	0.0	-13	-2.1	-3	-0.6	8	-2	10	-1.4	98	-3
COc1ccc(N=CC2=C(O)CC(C)(C)CC2=O)cc1OC	-3.4	-2	2.9	-4	-0.5	11	11	12	-2.2	nt	6
c1ccc(-c2noc(CC3CCCCC3)n2)cc1	-1.0	-5	2.5	-5	3.3	16	-4	5	-3.3	106	9
O=C(COC(=O)C1(c2ccc(F)cc2)CCCC1)NC1CC1	0.1	-8	0.6	7	1.6	-24	-13	20	4.4	100	11
Cc1ccc(CC2C(=O)N(c3ccccc3)C(=O)C2C)cc1 (centres undefined)	-0.2	-12	3.6	-11	0.3	1	5	19	-0.2	113	2
COC(=O)[C@@H]1C[C@H]2CC[C@H](O)C[C@H]2N1Cc1ccc(C(C)(C)C)cc1	-1.5	6	4.8	-1	1.2	15	-2	-2	-2.9	111	2
CCc1cc2c(N[C@@H](Cc3c[nH]c4ccccc34)C(=O)O)ncnc2s1	-3.6	1	4.3	-10	-0.6	9	1	16	-1.4	98	-6
CCn1c(=O)cc(SCC(=O)Nc2ccc3c(c2)OCCO3)c2ccccc21	-1.5	6	0.7	11	-1.6	9	-10	1	-1.7	102	4
CCN1CCN(Cc2ccc(C(=O)Nc3ccc(C)c(NCc4cnc(NC(=O)OC)cn4)c3)cc2C(F)(F)F)CC1	-0.5	-14	-1.9&1.8	-5&-6	-0.7	8	-8	nt	-1.5	110&102	-8
CCN(CC)C(=O)CSc1nnc(COc2ccccc2)n1N	0.6	-5	3.4	5	-1.2	-26	-8	-14	3.5	89	5
CCOc1ccc(C(=O)N/N=C/c2ccc(-c3ccc(S(=O)(=O)Nc4ncccn4)cc3)o2)cc1	-2.6	-3	3.4	12	-0.1	9	-7	-7	-1.7	101	6
CC(=O)N1c2ccc(S(=O)(=O)N3CCC(C(=O)NCc4ccc(N(C)C)cc4)CC3)cc2CC1C (centres undefined)	-1.2	-2	1.3	-3	5.4	12	-11	8	-2.5	105	7
(more compounds)
SMILES	Ecoli viability	Tat transport	phage Ecoli inh	PKA-R1A activ	AddAB inh	MOR-DOR inv ag	Mot1-301 SUMO	PfHsp90 yeast 2	OPRM1-OPRD1 ag	DSG3 Ab inh	Arr AP2 block
CN1OC[C@@H]2CN[C@H](c3cccc(-c4ccc(C#N)cc4)c3)C[C@@H]21	nt	7	3.1	11	nt	3	nt	-12	-0.7	170	20
COc1ccc(NC(=O)C2CC(=O)n3c(nc4ccccc43)N2)cc1 (centres undefined)	-0.5	-8	4.1	0	0.6	17	-7	-19	-3.2	98	3
O=c1[nH]c(NNC(=S)NCc2ccccc2)nc2c1C1(CCCCC1)Cc1ccccc1-2	0.0	-1	3.4	-1	-2.0	-83	6	nt	11	87	-3
Cc1cc(C(=O)N/N=C/c2ccc(-c3ccc([N+](=O)[O-])cc3C)o2)n[nH]1	-0.2	-4	3.2	2	1.0	-22	-5	-5	4.4	96	2
Cc1ccc(S(=O)(=O)N2CCC(C(N)=O)CC2)c(C)c1C	0.2	-6	-0.1	10	3.5	17	-4	-19	-3.0	103	21
CCC1Sc2ccc(S(=O)(=O)CCC(=O)Nc3ccc(OC(F)(F)F)cc3)cc2NC1=O (centres undefined)	0.3	8	-1.8	1	2.4	6	134	-5	-1.2	90	-16
CC(C(C(=O)N1CCCCC1)N1CCCCC1)N1CCCCC1 (centres undefined)	nt	-2	2.7	4	nt	14	nt	nt	-2.7	93	9
Nc1ccccc1-c1nnc(-c2ccc(-c3ccccc3)cc2)o1	-2.3	8	2.4	-11	0.9	-5	-9	nt	0.9	100	3
Cc1ccc(N2CC(C(=O)NCc3cccs3)CC2=O)cc1C (centres undefined)	-1.5	-8	0.9	-8	-4.8	-7	5	-5	1.3	112	5
COc1ccc(CC(=O)NCCCc2ccccc2)cc1OC	1.3	2	4.1	-5	1.1	6	-4	-10	-1.1	96	31
C=C(Cl)COc1ccc2c(CCC)cc(=O)oc2c1	-1.0	13	4.2	-4	2.2	-19	14	nt	3.9	nt	28
